Shn3 3UTR inh: reduction of Shn3 3'UTR firefly luciferase signal, primary screen, Schnurri-3 inhibitor project, cell-based, Clone20 osteoblasts, set 2; Clone20 osteoblast Shn3 3'UTR firefly luciferase, 24 h; inhibition, % at 12.5 µM; 360,000 compounds, 0.52% hits; AID 588674, 2011;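 active = mean inhibition of at least 75% with every replicate also reaching 75%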;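 note: 0% = median of neutral control wells and 100% = pilot-screen positive control compound; some compounds past the cut are filed as inactive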
TROY NFkB inh: inhibitors of TROY-driven NF-kB signaling, primary screen, Q293 LMP1-TROYcd cells, NF-kB luciferase, uHTS; Q293 LMP1-TROYcd NF-kB luciferase reporter, 4 h; inhibition, % at 10 µM; 360,000 compounds, 0.98% hits; AID 1347056, 2019;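 active = compounds whose plate-normalised and pattern-corrected inhibition of the luciferase reporter signal at the single screening dose is 50% or more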
NR2E3 ag-1: inhibitors of NR2E3-RetCOR corepressor binding, primary screen, NR2E3 agonist project, biochemical, TR-FRET, GST-NR2E3, biotin-RetCOR. Photoreceptor-specific nuclear receptor (Homo sapiens), Q9Y5X4. 320,000 compounds, 0.12% hits. inhibition of corepressor binding, % at 4.78 µM. 1536-well. AID 2300, 2010;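 active = percent inhibition above the cutoff of mean plus 3 SD of all tested compounds, set per screening campaign, cut at about 20% in these data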;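 note: 0% = DMSO wells and 100% = biotin wells as full block of FRET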
Target sequence (Q9Y5X4 whole entry, looked up): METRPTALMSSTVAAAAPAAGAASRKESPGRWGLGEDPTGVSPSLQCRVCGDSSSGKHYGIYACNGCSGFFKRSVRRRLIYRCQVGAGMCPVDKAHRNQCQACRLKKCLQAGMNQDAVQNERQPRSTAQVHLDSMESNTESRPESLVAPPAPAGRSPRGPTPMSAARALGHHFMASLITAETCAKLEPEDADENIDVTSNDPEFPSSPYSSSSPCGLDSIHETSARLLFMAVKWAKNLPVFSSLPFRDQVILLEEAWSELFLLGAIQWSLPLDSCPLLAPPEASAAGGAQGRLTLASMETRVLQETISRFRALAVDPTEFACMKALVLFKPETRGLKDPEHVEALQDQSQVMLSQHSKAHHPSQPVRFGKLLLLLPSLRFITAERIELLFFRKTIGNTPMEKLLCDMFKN
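Test system – NR2E3–RetCOR corepressor complex · Quantity – NR2E3 fusion 1.35 nM · Buffer or medium – Tris pH 7.5 · Incubation – Compound–protein incubation for 5 h at 4 °C · Technique – TR-FRET, Eu(K)-anti-GST donor, streptavidin-D2 acceptor, ex 340, em 617/671 nm · Evaluation – percent inhibition of 671/617 nm emission ratio versus biotin and DMSO controls · Plate – 1536-well format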
HIF-2a inh: HIF-2a reporter inhibitors, primary screen, luminescence, 786-0 RCC cells | 786-0 RCC cells HIF-2a reporter, luciferase luminescence, overnight | inhibition, % at 18.8 µM | 360,000 compounds, 0.72% hits | AID 624352, 2012;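 active = inhibition of the luminescence signal of 40% or more relative to plate controls, in a single-dose primary screen at 18.75 µM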
TWEAK-Fn14 inh: inhibitors of TWEAK-Fn14 signaling, primary screen, luciferase reporter cells, uHTS; 360,000 compounds, 2% hits; inhibition, % at 10 µM; TWEAK-stimulated Fn14 reporter cells, luciferase luminescence, 8 h; AID 1159606, 2016; in the data active = inhibition above about 50%
KKLEB tox: cytotoxicity in KKLEB CF airway cells, primary screen, cytotoxicity control for CF NF-kB inhibitor project, cell-based, uHTS, fluorescence assay plates | KKLEB CF airway cells viability, ATPlite luminescence, overnight; hits give low values; cells stimulated with P. aeruginosa culture filtrate | activity change (cytotoxicity), % at 5 µM | 360,000 compounds, 0.36% hits | AID 602141, 2011;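 active = corrected activity change at or below -50% at 5 µM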
TRPM1 prom inh: inhibitors of MITF-dependent TRPM1 promoter reporter, primary screen, cell-based, SK-MEL-5, single point, luciferase | 330,000 compounds, 0.83% hits | SK-MEL-5 TRPM1 promoter luciferase, 24 h | inhibition, % at 12.5 µM | AID 488899, 2010;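 active = mean inhibition across replicates of 60% or more, whatever share of single replicates reaches that level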; note: values of inactives mirror those of a sister screen read the other way
TRAIL sens C8: viability loss with TRAIL in NB7+C8 cells, primary screen, TRAIL sensitizer project, cell-based, ATPlite luminescence | inhibition (viability loss, TRAIL sensitization), % at 10 µM | 360,000 compounds, 1% hits | AID 624354, 2012;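 active = compounds causing at least 50% loss of cell viability in the single-dose screen, relative to plate controls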
Peg3 promoter: Peg3 promoter-driven luciferase inhibitors, primary screen, cell-based, HeLa, luciferase luminescence | inhibition, % at 20 µM | HeLa PEG-Prom luciferase reporter, overnight | AID 588405, 2011 | 360,000 compounds, 1.7% hits;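 active = inhibition of at least 50% at 20 µM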
NR2E3 ag-2: NR2E3 agonists in two-hybrid cells, primary screen, cell-based, luminescence, CHO-S, Gal4-NCOR/VP16-NR2E3; luciferase; AID 602229, 2012; 360,000 compounds, 0.35% hits; inhibition of corepressor binding, % at 3.98 µM; Photoreceptor-specific nuclear receptor (Homo sapiens), Q9Y5X4;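 active = inhibition above the mean of all tested compounds plus 3 SD, cut at about 70% in these data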;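 note: 0% = DMSO with NR2E3 transfected cells and 100% = cells lacking NR2E3 construct; higher means lower luciferase signal from less NR2E3 corepressor binding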
CF NFkB block: inhibitors of PAF-induced NF-kB signaling, primary screen, cell-based, GFP fluorescence, uHTS; AID 588850, 2011; KKLEB NF-kB-GFP reporter, GFP fluorescence overnight; inhibition, % at 5 µM; 360,000 compounds, 0.86% hits;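 active = at least 50% inhibition at 5 µM, scaled per plate between neutral and stimulator controls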;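 note: PAF is a Pseudomonas aeruginosa culture filtrate used as stimulus; plate controls were PAF-stimulated DMSO wells for no effect and unstimulated DMSO wells for full effect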
An asterisk follows results filed as active; . = not tested or not shown. Only part of the results is shown, so the mix of outcomes need not match the whole.

The first 2 compounds, to show the layout:
SMILES	Shn3 3UTR inh	TROY NFkB inh	NR2E3 ag-1	HIF-2a inh	TWEAK-Fn14 inh	KKLEB tox	TRPM1 prom inh	TRAIL sens C8	Peg3 promoter	NR2E3 ag-2	CF NFkB block
COC(=O)C1(NC(=O)NC23CC4CC(CC(C4)C2)C3)CCCCC1	0.2	-2.3	-0.2	13.1	16.2	11.9	3.9	-13.1	-7.5	4.7	-19.4
O=C(CN(Cc1ccccc1Cl)C(=O)Cn1nnc(-c2cccs2)n1)NCC1CCCO1 (stereo not given)	-4.8	26.9	-1.6	-5.3	-1.9	3.2	9.1	17.2	21.6	8.6	-7.1

The whole of this part (from the top)
SMILES	Shn3 3UTR inh	TROY NFkB inh	NR2E3 ag-1	HIF-2a inh	TWEAK-Fn14 inh	KKLEB tox	TRPM1 prom inh	TRAIL sens C8	Peg3 promoter	NR2E3 ag-2	CF NFkB block
COC(=O)C1(NC(=O)NC23CC4CC(CC(C4)C2)C3)CCCCC1	0.2	-2.3	-0.2	13.1	16.2	11.9	3.9	-13.1	-7.5	4.7	-19.4
O=C(CN(Cc1ccccc1Cl)C(=O)Cn1nnc(-c2cccs2)n1)NCC1CCCO1 (stereo not given)	-4.8	26.9	-1.6	-5.3	-1.9	3.2	9.1	17.2	21.6	8.6	-7.1
COc1cc(C2NC(=O)NC(O)(C(F)(F)F)C2C(=O)c2ccc(Cl)cc2)ccc1O (stereo not given)	-7.5	4.2	3.7	10.1	1.9	-12.0	0.3	-13.9	9.1	13.2	-2.4
O=C(COc1ccc(Br)cc1Cl)NCCCN1CCOCC1	-25.6	-16.9	-0.9	-1.1	6.2	0.4	-13.2	5.1	1.7	-61.8	-0.6
CC1(C)OC(=O)C2=C(C[C@@H](C3CC3)O[C@H]2c2ccc(Cl)cc2)O1	.	-12.4	.	11.7	8.0	.	.	-7.3	.	-7.6	.
Cc1nnc(SCc2cn3ccsc3n2)n(N)c1=O	-22.0	10.1	1.7	-9.9	-0.7	-17.0	-0.5	3.3	0.9	-2.9	0.7
CCC1Nc2ncnc(N3CCN(c4ccccc4)CC3)c2N(Cc2ccc(OC)cc2)C1=O (stereo not given)	12.4	4.5	1.4	27.2	-0.6	13.1	11.0	0.3	25.2	-22.7	-3.2
O=[N+]([O-])c1ccc(-n2nnnc2-c2ccccc2)cc1	3.2	3.8	2.2	-1.6	8.8	-1.3	6.7	-4.8	12.6	-8.4	-3.7
CCOc1ccc(N=C2SCCCN2C(=O)c2c(CC)noc2C)cc1	-33.2	13.8	0.9	5.7	12.0	-1.3	6.2	-15.6	-2.5	0.5	-12.5
C[C@H]1NS(=O)(=O)c2ccc(Br)cc2O[C@H]1c1ccccc1	-2.6	1.3	.	5.8	9.9	9.6	-0.1	10.7	-16.2	-12.2	-3.5
Cc1ccccc1OCCCCCNCCO	-6.1	-23.7	.	-21.2	40.5	19.0	-9.3	-17.0	2.8	-3.7	10.8
COc1ccccc1N(CC(=O)N/N=C/c1ccccc1C(=O)O)S(C)(=O)=O	-18.6	-1.3	-5.1	15.9	8.0	-14.1	0.1	3.8	11.4	-12.2	11.8
COc1ccc(NC(=O)N(C)C[C@H]2Oc3ccc(NS(=O)(=O)c4cn(C)cn4)cc3C(=O)N([C@H](C)CO)C[C@@H]2C)cc1	-10.2	6.7	.	-2.3	-2.6	0.1	-2.3	-4.8	-0.5	2.5	-7.3
c1ccc(C(c2nnnn2Cc2ccco2)N2CCN(c3nc4ccccc4s3)CC2)cc1 (stereo not given)	23.9	8.8	-1.8	-5.4	18.2	7.8	4.7	-3.2	15.4	-14.5	-14.6
O=C(NCc1ccco1)c1cc(-c2ccco2)on1	-9.9	-7.1	1.0	-186.9	1.1	12.1	-42.3	-5.4	-109.6	-44.6	11.2
O=C(Nc1ncn[nH]1)c1ccc(S(=O)(=O)N2CCOCC2)cc1	-7.5	-1.9	-4.3	0.6	6.3	-0.1	-10.2	-15.3	-7.4	-5.0	-2.6
Cc1cccc(NC(=O)CC2CCC2)c1	-11.1	-6.9	3.0	-11.3	-7.1	5.8	-15.4	-10.2	-53.2	-8.5	-6.9
CSc1ccccc1C(=O)NCc1ccccc1	-25.5	-0.7	-0.1	6.5	-8.7	-2.4	-9.8	-3.2	-16.9	-12.6	6.5
Nc1nc(CN2CCC(Cc3ccccc3)CC2)nc(Nc2ccccc2)n1	-0.2	-10.0	2.1	27.7	18.1	-29.1	5.8	-1.1	10.4	-6.3	9.6
CC(C)C(c1nnnn1C1CCCC1)N(C)C1CCCCC1 (stereo not given)	1.0	-18.6	-3.6	-2.9	1.3	-6.0	-6.3	2.1	23.5	-19.3	-2.7
COc1ccc(-c2nc3n(c(=O)c2C#N)CCS3)cc1OC	4.7	-35.6	1.4	10.6	-8.6	2.9	-0.1	15.8	-10.9	6.9	1.4
COc1ccc(OC)c(NC(=O)c2cccc(S(=O)(=O)N(Cc3ccccc3)c3ccccc3OC)c2)c1	3.9	5.4	1.2	20.8	13.4	3.6	-2.1	7.1	13.1	-12.0	13.7
Cc1ccc(CSc2nc3ccccc3c(=O)n2C)cc1	31.1	0.7	2.1	-20.3	17.4	-3.1	-6.4	10.1	-6.6	3.6	-6.4
O=C(Nc1ccncc1)Nc1cccc(Cl)c1	19.2	-7.4	2.0	-83.2	6.7	-4.6	-19.1	6.9	-92.5	-31.5	8.9
Cc1cccc(C)c1Nc1nnc(SCC(=O)NCCCN2CCCC2=O)s1	-4.3	8.3	.	3.5	-8.0	-1.9	7.6	26.2	-8.5	-14.9	-5.6
Cc1ccsc1CNC1CCCCC1	4.2	10.6	1.1	14.5	-0.8	-3.1	12.4	-3.1	6.5	-17.5	1.8
CC(=O)Nc1ccc(/C=N/Nc2nc3ccccc3s2)cc1	-15.6	13.8	.	-206.5	25.7	-18.3	-41.1	21.6	-399.2	-167.2	-0.1
C[C@@H]1CCC(=O)N(C[C@@H](C)CC#N)CC1	-5.6	-11.5	4.2	1.3	18.2	6.4	-14.2	3.3	-6.3	1.4	-15.6
O=C(O)C[C@H]1c2ccccc2S(=O)(=O)N1C1CCCCC1	-23.9	-8.6	1.0	7.8	5.1	0.9	-3.1	-13.1	-3.9	5.2	12.2
O=C(CSc1nnc(-c2ccc3c(c2)OCO3)n1-c1ccccc1)c1ccccc1	15.0	-7.5	-7.5	4.4	-18.1	4.7	-4.7	4.6	5.9	-3.7	10.0
C=C(C)CN(CC)C(=O)CC1C(=O)NCCN1Cc1c(F)cccc1Cl (stereo not given)	-4.5	9.2	4.0	18.2	-1.0	-3.8	-5.2	-0.8	-2.6	-2.5	2.5
Cc1cccc(C(=O)NCC(=O)N2CC(=O)Nc3ccccc32)c1	-20.2	15.5	3.8	14.9	-6.4	2.1	6.4	0.9	-2.6	-21.0	-5.1
O=C(CSc1nccc(=O)[nH]1)NCc1ccc2c(c1)OCO2	-24.2	-8.0	1.9	-1.1	-0.7	17.3	-0.4	-1.9	12.6	-12.4	-0.2
COc1ccc(NC(=O)N2CCCc3ccccc32)cc1	0.0	-27.0	-0.2	-72.4	16.9	-3.4	-20.4	-0.6	-52.4	-13.8	-3.0
CCOC(=O)CNC(=S)N(Cc1ccccc1F)C1CCCCC1	6.6	4.4	0.3	9.0	14.0	11.1	-0.6	1.4	5.0	8.2	2.7
C=CCN=C1S/C(=C/c2cccc([N+](=O)[O-])c2)C(=O)N1CC=C	-22.1	-9.0	-0.1	-5.6	-1.7	-21.6	6.0	-0.8	-2.3	-18.9	25.1
Cc1ccc([N+](=O)[O-])cc1N=C(c1cccc(Br)c1)N1CCOCC1	8.9	-75.5	2.6	21.1	-19.0	-0.4	8.9	9.6	16.6	-0.4	14.9
CC(Sc1nc(-c2ccccc2)cc(C(F)(F)F)n1)C(=O)N1CCCCC1 (stereo not given)	-0.5	10.9	-0.7	19.5	34.8	-4.0	6.1	-3.4	22.2	-10.1	3.8
COc1ccc(-c2cc(-c3ccc(F)cc3)nc(N3CCN(C)CC3)n2)cc1	-6.6	-15.3	3.9	52.1*	-1.0	-34.8	18.4	49.5	79.8*	-10.4	-18.7
COCCNC(=O)CCc1ccc(S(=O)(=O)Nc2ccc(C)cc2)cc1	-1.5	16.5	-2.2	16.6	-0.3	5.9	-3.5	4.5	20.2	0.3	-9.1
COc1ccccc1OCC(O)CN1CCN(C(=O)c2ccccc2)CC1 (stereo not given)	0.8	2.2	2.8	13.1	-8.1	-3.3	8.9	5.2	6.0	-2.6	-5.9
CN(C(=O)C1CCCC1)C1CCS(=O)(=O)C1 (stereo not given)	4.1	7.5	-0.5	12.7	13.5	-1.1	6.2	-8.0	14.6	9.2	-7.6
CC(Oc1ccc(F)cc1)C(=O)Nc1ccc2ccccc2c1 (stereo not given)	2.7	-26.7	-1.6	-147.8	-39.0	-11.0	7.4	14.7	-56.8	-13.0	6.5
Cc1ccc(NC(=O)CSc2nc3ncc(Br)cc3[nH]2)cc1C	5.6	21.8	0.8	-6.7	6.7	-11.3	12.2	12.2	25.6	-34.4	8.0
Cc1ccccc1NC(=O)Cc1nc(COC(=O)CCc2ccccc2)cs1	1.5	12.1	1.8	6.5	-13.6	8.2	4.8	5.9	13.2	-1.8	9.0
C/C(=N\NC(=O)c1nn(C)cc1Br)c1cccc(NC(=O)c2ccncc2)c1	-8.0	-25.6	-0.1	-46.0	-21.4	-2.7	-27.5	9.9	-50.3	-69.3	0.7
O=C(NC(=S)NCc1ccc(F)cc1)c1ccccc1	30.5	-6.9	-2.3	-22.5	2.1	7.5	-14.4	-0.3	1.6	-0.5	-6.7
COc1cccc(C(=O)N/N=c2/oc3ccccc3cc2C(N)=O)c1	-27.7	-10.3	-3.3	-19.0	-28.1	-2.2	-15.8	0.8	-17.0	13.1	-11.0

Entries listed above shown as hits in HIF-2a inh.
smiles	Shn3 3UTR inh	NR2E3 ag-1	HIF-2a inh	TWEAK-Fn14 inh	TRPM1 prom inh	Peg3 promoter	NR2E3 ag-2	CF NFkB block
COc1ccc(-c2cc(-c3ccc(F)cc3)nc(N3CCN(C)CC3)n2)cc1	-6.6	3.9	52.1*	-1.0	18.4	79.8*	-10.4	-18.7

Source: PubChem BioAssay
